OPRM1-OPRD1 inv: mu-delta opioid heterodimer inverse agonism | inhibition, % at 9.3 µM | cell-based MOR-DOR heterodimer luminescence | hit rate 0.21% among 340,000 | P35372+P41143; in the data active = inhibition above about 22%, passing the limit was not always enough;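 note: 0% = cells with DMSO and 100% = wells without cells with DMSO; values of inactives mirror those of a sister screen read the other way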
V-ATPase pH: yeast V-ATPase proton transport regulation by pHLuorin | S. cerevisiae, pHLuorin cytosolic pH fluorescence | response, % at 10 µM | hit rate 0.37% among 350,000 | AID 504577; in the data active = response mostly above about 7.3%, no sharp cut-off; inactive = mostly below about 5.4%; note: actives read high; inactives centre near 0; some compounds called inactive have numbers as strong as hits; reference of the scale not given here
DAGLB inh: blocks human DAGLB lipase activity; inhibition, % at 5.17 µM; hit rate 0.059% among 340,000; Q8NCG7; AID 504411; HEK293T DAGLB membrane lysate, EnzChek fluorogenic substrate; in the data active = inhibition above about 34%;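 note: 0% = enzyme with vehicle and 100% = wells lacking enzyme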
Target sequence (Q8NCG7 whole entry, looked up): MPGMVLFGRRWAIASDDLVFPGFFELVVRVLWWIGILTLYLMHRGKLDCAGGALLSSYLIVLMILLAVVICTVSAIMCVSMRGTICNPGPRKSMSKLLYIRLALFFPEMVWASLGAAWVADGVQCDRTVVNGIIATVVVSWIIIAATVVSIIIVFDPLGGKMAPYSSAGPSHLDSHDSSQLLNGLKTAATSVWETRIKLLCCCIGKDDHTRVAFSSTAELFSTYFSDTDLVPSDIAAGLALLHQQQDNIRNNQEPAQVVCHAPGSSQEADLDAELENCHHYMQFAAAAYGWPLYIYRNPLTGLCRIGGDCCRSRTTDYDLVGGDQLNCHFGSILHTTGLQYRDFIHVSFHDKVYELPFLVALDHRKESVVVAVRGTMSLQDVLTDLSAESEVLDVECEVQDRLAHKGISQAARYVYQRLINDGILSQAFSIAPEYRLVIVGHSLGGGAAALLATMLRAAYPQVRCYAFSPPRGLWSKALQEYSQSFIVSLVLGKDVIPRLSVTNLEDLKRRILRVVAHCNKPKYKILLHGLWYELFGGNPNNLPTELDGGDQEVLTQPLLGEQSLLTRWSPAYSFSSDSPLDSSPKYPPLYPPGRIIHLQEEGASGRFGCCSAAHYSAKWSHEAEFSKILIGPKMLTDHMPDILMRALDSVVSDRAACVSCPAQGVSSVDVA
HTR5A ag ctr: activates human HTR5A in OPRM1-OPRD1 agonist counter-screen; P47898; HTR5A agonist assay, luminescence, cell-based; activation, % at 9.3 µM; hit rate 0.61% among 340,000; AID 504692; in the data active = activation mostly above about 9.5%, no sharp cut-off; inactive = mostly below about 7.6%;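 note: 0% = cells with vehicle only and 100% = reference agonist; strong numbers were not always called active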
Target sequence (P47898 whole entry, looked up): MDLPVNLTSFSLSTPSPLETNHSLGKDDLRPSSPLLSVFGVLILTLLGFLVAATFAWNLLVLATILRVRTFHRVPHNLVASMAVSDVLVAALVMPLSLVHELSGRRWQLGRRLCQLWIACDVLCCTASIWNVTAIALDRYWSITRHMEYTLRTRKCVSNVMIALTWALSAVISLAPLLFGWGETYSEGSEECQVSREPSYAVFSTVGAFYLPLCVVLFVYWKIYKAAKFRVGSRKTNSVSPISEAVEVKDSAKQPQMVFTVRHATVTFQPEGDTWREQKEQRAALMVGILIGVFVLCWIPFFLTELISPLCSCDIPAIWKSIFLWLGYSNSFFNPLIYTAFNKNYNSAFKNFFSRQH
DSG3 Ab inh: human desmoglein-3 autoantibody binding inhibition. hit rate 0.48% among 310,000. DSG3-coupled beads, scFv-anti-DSG3-GFP binding, flow cytometry; hits give low values. binding (percent of control), % at 10 µM. P32926. AID 588358;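 active = binding more than 3 SD below its plate's average and above zero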;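 note: hits lower antibody fragment binding to DSG3; some compounds called inactive have numbers as strong as hits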
Arr AP2 block: inhibitors of human beta-arrestin and AP2 interaction; FITC-arrestin peptide / GST-AP2 beads, flow cytometry; AP2 beta2 appendage carries R879A mutation; hit rate 0.31% among 340,000; AID 504490; inhibition, % at 10 µM;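 active = inhibition above a set limit, near 3 SD of compounds lacking own fluorescence, cut at about 54% in these data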;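 note: plate controls were DMSO wells for no effect and 5 µM unlabelled arrestin peptide for full effect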
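System: GST-AP2 R879A glutathione beads. Medium: PBS with 0.05% Tween 20 and 0.1% BSA. Also added: FITC-arrestin peptide, 50 nM. Incubation: 12 min plus 1 h, RT. Measured by: high-throughput flow cytometry of beads, ex 488, em 535 nm. Evaluation: percent drop in bead-associated FITC signal.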
MOR-DOR ag: agonists of human mu-delta opioid receptor heterodimerization; activation, % at 9.3 µM; hit rate 0.3% among 340,000; cells, OPRM1-OPRD1 heterodimerization, luminescence; AID 504326; P35372+P41143; in the data active = activation above about 18%;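 note: 0% = vehicle-treated cells and 100% = reference agonist; values of inactives mirror those of a sister screen read the other way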
PKA-R1A act: activators of PKA-R1A complex; P00514+P68181; PKA-R1A dissociation, Cy5-IP20 fluorescence polarization; scaled: DMSO 0%, 113 µM cGMP 100%; activation, % at 11.4 µM; hit rate 0.083% among 340,000; AID 504707;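 active = percent activation above the mean of all tested compounds plus 3 SD, cut at about 19% in these data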;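 note: higher means more PKAc released from R1A so a rise in polarization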
HTR5A inv ctr: counter-screen for OPRM1-OPRD1 inverse agonists: human HTR5A inverse agonism; HTR5A cell line, luminescence; inhibition, % at 9.3 µM; hit rate 0.083% among 340,000; AID 504634; in the data active = inhibition mostly above about 23%, no sharp cut-off; inactive = mostly below about 18%;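 note: 0% = cells with DMSO and 100% = no-cell wells with DMSO; some compounds called inactive have numbers as strong as hits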
PKA-R2B activ: activates the human PKA-R2B holoenzyme complex. PKA-R2B holoenzyme dissociation, Cy5-IP20 fluorescence polarization; R2B truncated from residue 108, S112A mutant; 0% DMSO only, 100% 113 µM cGMP. AID 504700. hit rate 0.079% among 340,000. P22694+P31323. activation, % at 11.4 µM;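 active = activation above a cutoff set at the mean over all compounds plus 3 SD, cut at about 18% in these data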;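 note: higher means more holoenzyme dissociation and a rise in polarization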
Active calls of the source: *; · = no result given.

Below each compound: OPRM1-OPRD1 inv	V-ATPase pH	DAGLB inh	HTR5A ag ctr	DSG3 Ab inh	Arr AP2 block	MOR-DOR ag	PKA-R1A act	HTR5A inv ctr	PKA-R2B activ
- O=C(c1ccccc1)c1ccc2nc(Nc3ccccc3)c3nncn3c2c1
    0	-2	1	2	84	-6	0.1	1	-7	-11
- CCN(C(=O)CN(C)Cc1cccc(Cl)c1Cl)c1c(N)n(Cc2ccccc2)c(=O)[nH]c1=O
    6	1	1	3	100	-11	-1.0	-10	-8	-13
- O=C(NN1CC(C(=O)OCc2ccccc2F)CC1=O)c1ccccc1 (configuration not stated)
    -6	-5	-5	1	109	39	1.0	6	-7	9
- COc1ccccc1N=c1oc2cc(O)ccc2cc1C(=O)NCC1CCCO1 (configuration not stated)
    14	-1	3	1	·	6	-2.7	-3	-2	-4
- Cc1c(/C=C(\C#N)c2nn(-c3ccccc3)c(N)c2C#N)c2ccccc2n1Cc1ccc(F)cc1
    19	3	-3	-1	93	20	-3.7	-14	-3	2
- COc1ccc2cc(CO)c(Cl)nc2c1
    4	2	-1	2	99	-2	-0.5	6	-5	-9
- CN1N=C(C(=O)N2CCCC(C(=O)c3cccc(C(F)(F)F)c3)C2)CCC1=O (configuration not stated)
    17	2	2	2	103	5	-3.2	-2	-5	0
- C/C(=N\N=C1/SC(CC(=O)O)C(=O)N1c1ccccc1)c1ccc(C)cc1 (configuration not stated)
    17	0	0	-3	92	-8	-3.8	1	10	3
- Cc1ccc(S(=O)(=O)N2CCN(c3ccccc3)CC2)s1
    11	1	-3	2	98	-7	-2.7	-12	-5	-17
- COc1cc(/C=C2\SC(=O)N(CCNC(=O)c3c(C)noc3C)C2=O)cc(OC)c1OC
    10	3	-1	-1	90	7	-2.0	7	2	-5
- CN1CCN(c2ccccc2NC(=O)c2cccc([N+](=O)[O-])c2)CC1
    -2	6	4	2	106	14	0.3	-7	-2	-7
- C[C@H](NC(=O)c1nc[nH]c1C(=O)NCc1ccccc1)C(=O)OCc1ccccc1
    -9	2	1	-4	105	14	1.7	-2	23	-4
- COC(=O)C1=C(CS(=O)(=O)c2ccccc2)NC(=O)NC1c1ccc(O)cc1 (configuration not stated)
    9	-2	-1	-4	·	8	-1.7	-6	2	-8
- COc1cccc(OC)c1C(=O)NC(=S)N1CCN(c2ccc(C(F)(F)F)cc2[N+](=O)[O-])CC1
    5	-3	7	1	102	10	-0.9	-11	-1	2
- COc1ccc(C2C(C(=O)OC3CCCCC3)=C(C)Nc3nnnn32)c(OC)c1OC (configuration not stated)
    -19	6	5	-2	93	0	3.1	5	3	2
- Cc1nc2ccc(Cl)cc2c(-c2ccccc2Cl)c1CC(=O)O
    7	1	0	1	100	2	-1.4	-3	-23	-5
- O=C(/C=C/c1ccccc1)CCN1CCCCC1
    18	8	-5	3	·	5	-3.8	-6	-10	-3
- O=C(CCNC(=O)c1ccc(Cl)cc1)NCC(c1ccco1)N1CCCCC1 (configuration not stated)
    -1	-6	-1	6	102	26	0.1	-12	-14	-11
- COc1c(/C=C2\SC(=Nc3ccccc3Cl)NC2=O)cccc1[N+](=O)[O-]
    5	-2	11	9	109	5	-1.0	5	-25	-2
- c1ccc(Cn2c(CNc3nc4ccccc4n3CCN3CCCCC3)nc3ccccc32)cc1
    ·	-4	-5	·	116	-9	·	-2	·	13
- COc1ccc(Cl)cc1NC(=O)CN(C)C(=O)CCCNC(=O)c1ccc(Cl)cc1
    -2	3	-1	-4	·	22	0.6	-4	10	-15
- COc1ccc(/C=C/C(=O)OCC(=O)N2CCc3ccccc32)cc1
    12	-2	1	6	98	5	-3.0	-3	-14	-4
- CCNC(=O)Oc1ccc[nH]c1=O
    14	1	-4	2	105	-5	-3.1	0	-9	4
- COc1ccccc1C(=O)Nc1cc2cc(Cl)ccc2oc1=O
    13	-2	-9	-2	100	20	-2.1	-14	-10	-14
- CC(=O)c1cccc(NC(=O)Nc2ccc(C(=O)N3CCOCC3)cc2)c1
    14	5	1	7	101	2	-2.4	-11	-33	2
- CCCc1[nH]n(-c2ccc(F)cc2)c(=O)c1C=NCC1CCCO1 (configuration not stated)
    -1	-2	2	10	97	0	0.3	-11	-27	-7
- COc1cc(C#CC#CCN2CCCCC2)ccc1O
    -14	-1	-1	2	85	-4	2.4	-9	-6	-8
- Cc1cc(OCCn2cncn2)ccc1[N+](=O)[O-]
    9	6	-1	3	106	12	-1.9	1	-12	4
- CCOc1ccc(-c2[nH]nc3c2C(c2cccnc2)C(C#N)=C(N)O3)cc1 (configuration not stated)
    6	7	5	-4	109	15	-1.1	7	-9	-2
- CCOc1ccc2oc(C(=O)N(C)CCc3ccc(OC)c(OC)c3)c(C)c2c1
    -3	4	-3	-3	102	-12	0.6	-6	8	7
- CN(C)/C=N/c1ncn(-c2ncc(C(F)(F)F)cc2Cl)n1
    9	3	-1	1	98	10	-1.7	7	-4	8
- COC(=O)C1=C(C)N(C)C(C)=C(C(=O)OC)C1c1ccc(C(=O)OC)cc1
    7	6	0	0	107	-2	-1.8	-11	5	-13
- O=C(COC(=O)CCc1nc2ccccc2c(=O)[nH]1)NCc1ccc(F)cc1
    11	-5	2	3	101	-4	-2.1	-1	-8	-4
- O=C(CNC(=O)c1ccc(C(F)(F)F)cc1)NC1CC1
    13	3	-2	2	95	3	-2.5	6	-7	-3
- N#C/C(=C\c1ccc(Sc2ccccc2)o1)c1nc2ccccc2[nH]1
    -53	-3	-4	6	105	3	10	-3	-22	-1
- CCN(C[C@H]1N[C@@](CC)(C(=O)OC)[C@H]2C(=O)N(Cc3ccccc3)C(=O)[C@@H]12)C(=O)c1ccccc1
    -2	0	-2	-2	86	0	0.4	8	9	5
- COc1cc(NC(=O)CN(C)CCOc2ccccc2)c(C)cc1[N+](=O)[O-]
    2	1	-3	-1	106	11	-0.5	4	4	8
- O=c1ccn(Cc2ccccc2)cc1
    11	1	-1	1	101	2	-2.0	8	-4	-5
- CCCc1cc(=O)n2nc(N3CCC(C(=O)N4CCN(c5ccc(OC)cc5)CC4)CC3)sc2n1
    1	0	-1	1	100	-10	-0.2	-10	-3	-2
- COc1ccc(S(=O)(=O)N2C3CCC2CC(NC(=O)NC2CCCCC2)C3)cc1 (configuration not stated)
    5	-5	1	0	99	0	-1.0	-8	1	-10
- Cc1ccc(N2C(=O)CC3(CC4C=CC3C4)C2=O)cc1 (configuration not stated)
    10	-5	-1	4	102	2	-1.7	8	-19	8
- COc1ccc(CCN(Cc2cc3cc(C)ccc3[nH]c2=O)C(C)=O)cc1OC
    2	-2	1	1	103	22	-0.4	-5	-3	1
- O=C(NC1CCCC1)c1cccc(Cl)c1
    9	-1	-1	3	100	2	-2.0	4	10	-3
- Cc1cccc(/C=N/NC(=O)c2cccc(Cl)c2)n1
    18	1	2	0	99	32	-3.2	2	2	-2
- N#Cc1ccccc1NC(=O)COC(=O)c1ccc(S(=O)(=O)N2CCCC2)cc1
    12	8	2	5	98	11	-2.5	-2	-11	1
- O=C(CNC(=O)OCc1ccccc1)NC1CCCCNC1=O (configuration not stated)
    16	3	3	1	95	-10	-3.6	-9	-3	9
- COc1ccc(CCn2c(C)cc(C(=O)CCl)c2C)cc1OC
    4	6	-2	3	113	10	-0.8	-6	-6	-9
- O=C(CCSc1ccccc1)Nc1nc2c(s1)COc1ccccc1-2
    -16	1	2	-3	94	2	3.1	-12	8	-11
- CCOC(=O)Cc1csc(NC(=O)Cc2ccc([N+](=O)[O-])cc2)n1
    9	-1	-1	0	103	38	-1.7	5	1	-4
- COc1cc(C(=O)N/C(=C\c2cn(C)c3ccccc23)C(=O)NCCCO)cc(OC)c1OC
    14	3	2	1	102	0	-3.1	-10	-3	-19

(next part)
Below each compound: OPRM1-OPRD1 inv	V-ATPase pH	DAGLB inh	HTR5A ag ctr	DSG3 Ab inh	Arr AP2 block	MOR-DOR ag	PKA-R1A act	HTR5A inv ctr	PKA-R2B activ
- O=c1c(Cl)c(NS(=O)(=O)c2ccccc2)cnn1-c1ccccc1
    18	1	5	-2	97	-13	-3.5	-2	5	-5
- CCOc1ccccc1-c1cc(C(=O)N2CCOCC2)c2ccccc2n1
    15	3	0	1	·	-4	-2.9	-9	10	-15
- CC(NC(=O)COc1ccc(/C=N/NC(=O)CO)cc1)c1ccccc1 (configuration not stated)
    16	-2	-1	-4	94	-9	-3.4	-2	16	-14
- CC(=O)c1ccc(N/C=C\C(=O)c2ccc(C)cc2)cc1
    -7	-2	-1	0	101	-4	1.2	4	-1	0
- CC1=C(C(=O)Nc2ccccn2)C(c2ccc(Cl)cc2)NC(=S)N1 (configuration not stated)
    17	4	-1	-1	96	-10	-3.4	3	4	5
- Cc1ccc(C(=O)CNc2ccc(Br)cc2)cc1
    28	1	-7	6	·	-7	-5.5	-8	-17	-5
- Clc1ncccc1-c1nnn(-c2ccccc2Br)n1
    13	1	-7	3	104	6	-2.3	-4	8	-4
- CCc1cccc(NC(=O)CC2SC(N3CCCC3)=NC2=O)c1 (configuration not stated)
    9	0	2	-5	·	-7	-2.3	-19	12	6
- COc1ccccc1CCNS(=O)(=O)c1ccc(C(=O)O)n1C
    10	3	0	2	111	2	-2.1	-11	13	-8
- CCN(CC1CCCN(CCc2cccc(F)c2)C1)C(=O)c1ccoc1C (configuration not stated)
    ·	-1	-1	·	98	·	·	1	·	-4
- CN(Cc1ccccc1)C1CCN(Cc2ccccc2[N+](=O)[O-])CC1
    6	6	-1	0	110	-18	-1.1	7	-2	-5
- Cc1cc(C)c(NC(=S)N(CCc2ccncc2)C(C)C)c(C)c1
    11	-4	1	-4	89	2	-2.2	-4	-11	-4
- CCCCNC(=S)N/N=C/c1cccc(OCC)c1O
    -31	-6	7	3	89	2	6.2	-4	-9	-9
- CN(CC(=O)Nc1cccnc1)S(=O)(=O)c1cc(Cl)ccc1Cl
    -6	2	0	2	124	-2	1.1	-12	-27	-8
- Cc1ccc2nc(NC(=O)CSc3nncc(=O)n3N)sc2c1
    12	-2	-3	2	127	-3	-2.3	10	-18	1
- O=Cc1cn(-c2ccccc2)nc1-c1ccccn1
    4	1	-2	2	100	6	-0.7	-2	-4	-18
- O=C(CSc1ccc2nnc(-c3cccnc3)n2n1)NCC1CCCO1 (configuration not stated)
    4	-2	-8	7	99	2	-0.7	1	-21	2
- Cn1/c(=N\NC(=O)C2CCCCC2)sc2ccccc21
    2	3	2	-1	94	42	-0.3	-7	4	0
- COc1ccc(NC(=O)Cn2c(CCC(=O)O)ccc2-c2ccccc2)cc1
    6	4	1	-1	102	8	-1.4	5	2	-6
- COc1ccc(NC(=O)C(=O)NCCN2CCN(C(=O)c3ccc(C)cc3)CC2)cc1
    6	0	-4	2	·	-4	-0.9	-5	8	-8
- O=C(Cn1cnc([N+](=O)[O-])c1)Nc1ccc(Cl)cc1Cl
    ·	3	-2	·	104	·	·	-10	·	-7

Screening data from PubChem BioAssay.
